NALP1 yeast inh = blocks the NALP1 inflammasome reconstituted in yeast | S. cerevisiae NALP1/ASC/caspase-1 growth, X-gal OD620, 72 h | inhibition, % at 10 µM | 280,000 tested, 0.61% active; in the data active = inhibition mostly above about 24%, no sharp cut-off; inactive = mostly below about 32%; note: some compounds called inactive have numbers as strong as hits
MEKK2mut PB1 HTS = signal of MEK5 binding to mutant human MEKK2 PB1 domain. bead flow cytometry, Alexa488-MEK5 binding to MEKK2 mutant. percent response, % at 10 µM. 290,000 tested, 0.35% active; in the data active = percent response above about 24%, passing the limit was not always enough; note: inactives centre near 1; some results filed as inactive read as strong as hits; reference of the scale not given here
PfM18AAP inh = blocks P. falciparum M18 aspartyl aminopeptidase. 290,000 tested, 1.2% active. AID 1822. inhibition, % at 7.35 µM. recombinant PfM18AAP, H-Glu-NHMec fluorogenic cleavage;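 active = inhibition above the campaign mean inhibition over all tested compounds plus 3 SD, cut at about 28% in these data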;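 note: 0% = plate median of test compound wells and 100% = 2 mM ZnCl2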
MEKK2 WT-MEK5 = raises or lowers MEK5 binding to wildtype human MEKK2 PB1 domain | binding response (% of control), % at 10 µM | bead flow cytometry, Alexa488-MEK5 binding to MEKK2 WT; actives lie on both sides | 290,000 tested, 1.1% active | Q9Y2U5; in the data active = binding response below about 67% or above about 130%
UBC9 SUMO inh = SUMOylation inhibition. P63279. HTRF SUMOylation assay, SAE1/SAE2 + UBC9, in vitro. inhibition, % at 35 µM. 290,000 tested, 0.36% active. AID 2006; in the data active = inhibition above about 50%, passing the limit was not always enough; note: strong numbers were not always called active
Target sequence (P63279 whole entry, looked up): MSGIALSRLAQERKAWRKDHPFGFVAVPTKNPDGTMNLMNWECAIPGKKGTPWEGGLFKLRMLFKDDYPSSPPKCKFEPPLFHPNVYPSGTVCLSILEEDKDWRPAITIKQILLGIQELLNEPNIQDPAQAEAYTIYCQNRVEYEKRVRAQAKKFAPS
IDE cell inh = inhibits human insulin-degrading enzyme in HEK cells | P14735 | FAbetaB cleavage, fluorescence polarization | inhibition, % at 5.59 µM | 320,000 tested, 0.41% active | AID 434962;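 active = percent inhibition above the average of all tested compounds plus 3 SD, set per screening campaign, cut at about 16% in these data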;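 note: IDE supplied by intact live HEK cells; FP after avidin binding of uncleaved biotin substrate so inhibition keeps polarization high; 0% = DMSO wells and 100% = 60 µM reference IDE inhibitor Ii1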
p-CIP stab down = lowers stability of the mouse p/CIP coactivator protein; 290,000 tested, 0.01% active; decrease of EGFP signal, % at 10 µM; Q05BA5; F442A p/CIP-EGFP cells, EGFP fluorescence, 16 h;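 active = EGFP signal decrease of at least 30% at 10 µM or well 3 SD below plate mean, unless failing retest; inactive = the rest, including hits failing retest or dose response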; note: some compounds called inactive have numbers as strong as hits; many of its hits are not listed in these tables
MEKK3 PB1 HTS = raises or lowers MEK5 binding to the human MEKK3 PB1 domain. binding response (% of control), % at 10 µM. bead-based flow cytometry, Alexa488-MEK5 binding to MEKK3; actives lie on both sides; 0 = blocked by unlabeled MEK5, 100 = vehicle. 290,000 tested, 1.4% active. Q99759;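 active = binding response more than 3 SD above or below the average of its plate-row segment, actives on both sides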;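 note: Alexa488 bead fluorescence after subtracting the streptavidin-only scavenger bead signal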
Target sequence (Q99759 whole entry, looked up, the tested form may be a part): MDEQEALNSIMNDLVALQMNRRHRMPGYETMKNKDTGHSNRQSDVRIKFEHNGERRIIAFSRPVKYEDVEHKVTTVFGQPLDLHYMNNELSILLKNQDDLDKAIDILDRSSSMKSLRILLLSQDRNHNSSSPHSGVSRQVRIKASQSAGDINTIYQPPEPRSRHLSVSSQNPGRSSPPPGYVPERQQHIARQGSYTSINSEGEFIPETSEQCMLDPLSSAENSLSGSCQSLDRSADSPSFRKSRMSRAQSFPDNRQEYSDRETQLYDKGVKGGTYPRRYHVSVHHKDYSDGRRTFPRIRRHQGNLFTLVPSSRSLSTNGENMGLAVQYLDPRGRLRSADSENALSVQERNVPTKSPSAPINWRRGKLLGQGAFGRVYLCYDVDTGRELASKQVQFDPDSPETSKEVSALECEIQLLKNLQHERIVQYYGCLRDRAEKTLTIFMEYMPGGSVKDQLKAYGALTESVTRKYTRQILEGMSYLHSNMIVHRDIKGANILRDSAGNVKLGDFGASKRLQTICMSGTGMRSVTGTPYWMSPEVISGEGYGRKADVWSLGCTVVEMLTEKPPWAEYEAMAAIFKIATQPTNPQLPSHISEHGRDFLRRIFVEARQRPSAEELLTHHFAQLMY
IDE act = activators of human insulin-degrading enzyme in cells; P14735; activation, % at 5.96 µM; 340,000 tested, 0.073% active; AID 493087; HEK cells, FAbeta-B cleavage, fluorescence polarization; 0% vehicle, 100% cell-free pure enzyme wells;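 active = activation above the mean of all tested compounds plus 3 SD, set per screening campaign, cut at about 17% in these data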
The depositor's hits bear a star; / = no result given; [ ] = remark or other dose. This is a subset, so the mix of outcomes need not match the whole.

SMILES	NALP1 yeast inh	MEKK2mut PB1 HTS	PfM18AAP inh	MEKK2 WT-MEK5	UBC9 SUMO inh	IDE cell inh	p-CIP stab down	MEKK3 PB1 HTS	IDE act
O=C(Nc1ccc(Cl)cn1)c1ccc(COc2ccccc2Br)o1	-6.5	-18.0	-4.4	50.0	-7.6	-2.2	-4.7	49.0*[inhibitor]	3.1
COc1ccc2c(c1)c(=O)c(C(=O)c1ccc(C)cc1)cn2CC(=O)Nc1ccc(F)cc1	35.4	-2.0	0.1	104.0	2.8	0.5	-6.3	115.0	5.4
COC(=O)c1ccc(CN2CCN(Cc3ccc(C(=O)OC)o3)CC2)o1	-5.3	-5.0	-6.2	96.0	-6.4	2.5	-15.5	93.0	5.9
CN(N)C(=S)Nc1ccc(Cl)cc1	1.8	-2.0	0.7	95.0	3.0	3.9	-8.1	93.0	0.3
CCN(CC)S(=O)(=O)c1ccc(C(=O)Oc2cc(C)[nH]c(=O)c2[N+](=O)[O-])cc1	10.3	-16.0	-0.3	93.0	-0.3	1.6	-5.2	90.0	-4.2
CCC(C)Sc1nnc(NC(=O)c2ccco2)s1 (stereo not given)	/	6.0	9.6	109.0	/	-3.8	/	103.0	1.7
CCN(CC)C(=O)CSc1nc(O)c(Cc2ccccc2)c(=O)n1-c1ccc(C)cc1	-1.5	3.0	-3.5	101.0	12.3	-5.2	0.3	105.0	7.0
Cc1c(-n2cc(C(=O)O)c(=O)c3cc(F)c(N4CCCC4)c(F)c32)c(=O)n(-c2ccccc2)n1C	11.3	4.0	/	99.0	22.4	2.9	3.1	115.0	2.0
CCOc1ccc(S(=O)(=O)NCCCn2ccnc2)cc1NC(C)=O	-3.1	25.0*	-0.6	116.0	-8.1	0.7	1.8	113.0	5.5
CCN(CC)c1ccc2cc(C(=O)Nc3ccccn3)c(=O)oc2c1	15.6	-4.0	-4.0	58.0*[inhibitor]	10.2	7.0	-26.7	93.0	-16.1
CCOC(=O)c1ccc(N2C(=O)C=CC2=O)cc1	108.2*	-1.0	-29.8	101.0	8.7	2.5	-8.8	100.0	-31.5
CCC(C)(C)NC(=O)C(OC(=O)c1ccco1)c1ccccc1OC (stereo not given)	17.7	-5.0	-7.6	89.0	25.6	-1.2	-7.6	93.0	4.9
COc1ccc(/C=N/NC(=O)c2nonc2N)cc1OC	/	6.0	8.6	98.0	8.2	9.7	-2.1	103.0	8.0
O=C(C1CCCO1)N1CCN(S(=O)(=O)c2ccccc2)CC1 (stereo not given)	26.9	-1.0	0.0	99.0	2.3	5.8	-5.7	102.0	-7.8
Cc1cccc(N2C(=O)N3[C@H](c4ccc(Br)cc4)[C@@H]4C(=O)N(C(C)(C)C)C(=O)[C@@H]4[C@]3(C)C2=O)c1	22.1	-11.0	-3.4	96.0	-10.8	3.6	2.0	97.0	-2.8
O=C1c2ccccc2C(=O)N1CCSc1nnc(-c2ccco2)n1Cc1ccccc1	25.6	3.0	0.5	101.0	3.9	-1.1	-2.4	100.0	2.8
O=C(NNc1ccccc1Br)C(O)(c1cccc(C(F)(F)F)c1)c1cccc(C(F)(F)F)c1	28.6	2.0	6.5	116.0	-26.6	-3.5	-8.2	101.0	-0.1
S=C(Nc1ccccc1Cl)N1CCCCCC1	-2.8	-6.0	1.7	95.0	2.2	-5.9	-8.5	99.0	2.6
COc1ccc(CNC(=O)Cn2nc(Cc3cccnc3)c3ccccc3c2=O)cc1	-16.4	6.0	-5.0	103.0	10.2	-4.5	-12.3	102.0	-1.1
CC(NC(=O)c1ccncc1)c1ccc(Cl)cc1Cl (stereo not given)	10.3	5.0	5.9	104.0	5.8	-2.0	1.1	106.0	6.3

Given with values under each structure: part of the list above
Values run as follows: NALP1 yeast inh | MEKK2mut PB1 HTS | PfM18AAP inh | MEKK2 WT-MEK5 | UBC9 SUMO inh | IDE cell inh | p-CIP stab down | MEKK3 PB1 HTS | IDE act
- Cc1c(-n2cc(C(=O)O)c(=O)c3cc(F)c(N4CCCC4)c(F)c32)c(=O)n(-c2ccccc2)n1C
  11.3 | 4.0 | / | 99.0 | 22.4 | 2.9 | 3.1 | 115.0 | 2.0
- CCOc1ccc(S(=O)(=O)NCCCn2ccnc2)cc1NC(C)=O
  -3.1 | 25.0* | -0.6 | 116.0 | -8.1 | 0.7 | 1.8 | 113.0 | 5.5
- CCN(CC)c1ccc2cc(C(=O)Nc3ccccn3)c(=O)oc2c1
  15.6 | -4.0 | -4.0 | 58.0*[inhibitor] | 10.2 | 7.0 | -26.7 | 93.0 | -16.1

More records:
SMILES	NALP1 yeast inh	MEKK2mut PB1 HTS	PfM18AAP inh	MEKK2 WT-MEK5	UBC9 SUMO inh	IDE cell inh	p-CIP stab down	MEKK3 PB1 HTS	IDE act
CN(C1CCCCC1)C(CNS(=O)(=O)c1ccccc1)c1ccccc1 (stereo not given)	15.9	-3.0	-0.3	95.0	12.1	0.9	-3.3	93.0	-3.2
COc1ccc(C2C(C(C)=O)=C(O)C(=O)N2c2ccc(Br)cn2)cc1 (stereo not given)	15.6	15.0	7.7	107.0	14.3	2.7	-13.8	108.0	5.8
CCOC(=O)Cc1csc(NC(=O)CSc2nnc(-c3cccnc3)n2Cc2ccco2)n1	-51.0	3.0	2.2	101.0	27.5	13.1	-1.0	110.0	-13.1
Cc1csc(C(=O)O)c1-n1cccc1	38.8	3.0	-12.3	113.0	6.4	1.7	-10.4	116.0	0.0
COc1ccc(-c2c3c(=O)n(C)c(=O)n(C)c3cn2C2CCCCC2)cc1	20.9	3.0	10.0	105.0	5.1	1.9	0.6	94.0	-1.4
NNC(=O)c1cc2c(N3CCC(Cc4ccccc4)CC3)ncnc2s1	7.6	-2.0	7.4	102.0	9.6	1.6	-3.3	112.0	-0.5
CCc1ccc(N(CC(=O)NCc2ccc3c(c2)OCO3)C(=O)c2csnn2)cc1	9.5	-1.0	7.5	97.0	10.6	-0.4	-12.1	101.0	-3.5
CCOC(=O)c1sc(NC(=O)CCC(=O)O)nc1C	27.2	-6.0	-2.3	94.0	1.2	1.5	18.0	100.0	-0.1
O=C(CCS(=O)(=O)c1ccc(Cl)cc1)NCCC1=CCCCC1	0.1	6.0	-0.9	109.0	4.6	0.1	-9.6	104.0	2.5
CCN(CC)C(=O)CN(c1cc2c(cc1OC)oc1ccccc12)S(=O)(=O)c1ccc(C)cc1	18.5	-1.0	4.6	100.0	-0.3	8.7	5.7	105.0	-4.0
Cc1cc(C=O)c(C)n1-c1cc(C(F)(F)F)ccc1N1CCOCC1	6.8	/	13.0	/	14.5	-3.0	-24.7	/	-7.5
NC(=O)NC(Cc1ccccc1)C(=O)Nc1ccc(S(N)(=O)=O)cc1 (stereo not given)	-12.3	5.0	-6.8	101.0	0.5	-4.0	-10.8	101.0	-1.9
O=C(/C=C/c1ccccc1Cl)NCCc1ccccc1	3.0	7.0	4.8	102.0	13.3	0.3	-8.7	101.0	-0.2
O=C(CN1CCN(S(=O)(=O)c2ccccc2F)CC1)Nc1ccccc1C(=O)c1ccccc1	20.5	-5.0	-2.7	97.0	10.9	5.5	-6.4	104.0	-8.6
N#Cc1cnn(-c2ccccc2)c1N	14.6	-10.0	-2.5	89.0	9.3	3.2	3.3	85.0	4.8
CCOc1ccc(CCNC(=O)CCC(=O)N2CCSc3ccccc32)cc1OCC	20.2	5.0	-2.2	99.0	-4.8	0.6	0.0	105.0	2.4
CC1CCN(S(=O)(=O)c2cccc3cccnc23)CC1	10.5	0.0	-2.7	103.0	-2.2	3.9	0.0	101.0	3.5
COC(=O)c1ccccc1NC(=O)CN(C)S(=O)(=O)c1cc(C)ccc1OC	-0.7	4.0	-8.4	103.0	-4.8	1.0	0.5	103.0	-1.2
COCCn1c(-c2ccc(-c3ccc([N+](=O)[O-])cc3Br)o2)nc2c1c(=O)[nH]c(=O)n2CC(C)C	22.5*	-19.0	16.2	70.0	26.0	1.8	-20.1	96.0	4.6
c1ccc(SCCN2CCc3ccccc3C2)cc1	36.1	-4.0	2.7	99.0	8.1	-2.1	4.4	96.0	3.6
CC(C1CCN(Cc2nc(C3CC3)no2)CC1)N1CCOCC1 (stereo not given)	10.0	-9.0	-4.6	91.0	-2.1	-1.8	2.2	102.0	5.2
O=C(c1cccc(C(F)(F)F)c1)C1CCCN(Cc2cccc(OCCO)c2)C1 (stereo not given)	13.9	1.0	-11.0	102.0	-1.4	1.4	7.2	98.0	0.6
O=Cc1c(N2CCOCC2)nc2ccccn2c1=O	25.9	-1.0	5.7	96.0	-7.0	0.3	7.3	103.0	9.0
CCN1C(=O)CSc2ccc(C(=O)NC3CCCCC3)cc21	5.8	1.0	1.6	106.0	-6.6	0.9	1.7	101.0	-1.7
COC(=O)c1ccc(NC(=O)c2cc[n+]([O-])cc2)cc1	6.4	8.0	2.1	108.0	16.3	0.3	-3.8	103.0	1.5
CSc1nnnn1-c1c(C)cc(C)cc1C	/	-7.0	-10.0	96.0	12.4	-2.9	-2.5	100.0	-3.0
Cc1ccc2nc(NC(=O)c3ccccn3)sc2c1	-13.9	5.0	2.9	107.0	-6.7	-5.5	-5.0	104.0	1.3
COc1ccc(CNC(=O)c2ccc(N3CCC4(CC3)CC(c3ccc(Cl)cc3)=NO4)c([N+](=O)[O-])c2)cc1	/	2.0	/	99.0	/	6.4	/	101.0	-0.6
CC(C)CNS(=O)(=O)c1ccc(OCC(=O)NCC2CCCO2)c(Cl)c1 (stereo not given)	-2.8	4.0	14.6	103.0	-22.2	5.5	-12.0	110.0	7.1
CCN(CC(=O)Nc1ccccc1C(F)(F)F)C(=O)c1cc(-c2cccs2)nn1-c1ccccc1	10.1	4.0	-1.9	105.0	-13.1	4.8	-13.6	105.0	4.7
C=CCn1c(Oc2ccccc2F)nc2c1c(=O)n(C)c(=O)n2C	13.1	13.0	-2.7	118.0	23.3	0.0	-2.5	110.0	1.4
CC(C)(C)OC(=O)N[C@@H](CCCCNC(=O)OCc1ccccc1)c1nnc([C@H](CCCCNC(=O)OCc2ccccc2)NC(=O)OC(C)(C)C)o1	/	-10.0	/	91.0	-10.8	-2.2	-0.1	93.0	-1.6
CCOc1ccccc1CNC(=O)Cn1nc(C)c2c(C)n(-c3ccc(C)cc3)nc2c1=O	0.7	-8.0	-2.2	95.0	/	1.2	0.0	96.0	3.5
Clc1cccc(-c2csc(Nc3cccnc3)n2)c1	6.1	-19.0	-1.3	91.0	-2.5	7.2	0.9	94.0	-6.4
Cc1[nH]n(-c2ccc([N+](=O)[O-])cc2)c(=O)c1C=NCCc1c[nH]c2ccccc12	25.5	-1.0	0.5	98.0	-3.5	3.6	1.3	97.0	2.8
Cc1c(Cl)cccc1NC(=O)CCCN1C(=O)c2cccnc2C1=O	10.7	-4.0	4.2	93.0	-6.6	9.0	8.5	96.0	-1.8
CC(C)c1nc2sc3c(=O)n(N)cnc3c2c2c1COC(C)(C)C2	14.8	0.0	-0.9	104.0	-2.0	-1.1	-28.0	145.0*	-3.8
COc1ccc(NCC(=O)Nc2ccc(Br)cc2F)c(OC)c1	4.2	3.0	15.7	99.0	-3.9	-0.2	-0.4	100.0	2.4
CCC(=O)N(c1ccc(F)cc1)C1C=CS(=O)(=O)C1 (stereo not given)	-3.4	-1.0	1.0	99.0	2.7	6.9	17.1	97.0	0.9
CSc1nnc(-c2cc(Br)ccc2N=Cc2c(C)[nH]n(-c3ccccc3)c2=O)c(=O)[nH]1	12.7	-10.0	1.2	90.0	39.9	3.3	-13.7	102.0	-0.4
O=C(NC12CC3CC(CC(C3)C1)C2)C1CC(=O)N(c2ccccc2)C1 (stereo not given)	-4.5	25.0*	-2.0	100.0	5.2	9.1	-11.7	107.0	-1.3
CC1=C(C(=O)N2CCN(C(=O)c3ccco3)CC2)C2(CCC(C)CC2)OC1=O (stereo not given)	0.9	5.0	2.0	104.0	2.1	2.8	4.0	107.0	3.6
